PKA-R2B act: activators of PKA-R2B holoenzyme, primary screen, biochemical, fluorescence polarization, Cy5-IP20, human; activation, % at 11.4 µM; PKA-R2B holoenzyme dissociation; R2B truncated from residue 108, S112A mutant; 0% DMSO only, 100% 113 µM cGMP; hit rate 0.079% among 340,000;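 active = activation above a cutoff set at the mean over all compounds plus 3 SD, cut at about 18% in these data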;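 also: higher means more holoenzyme dissociation and a rise in polarization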
phage Ecoli inh: growth loss of phage-infected E. coli, primary screen, RecBCD inhibitor project, absorbance, with phage, HTS; inhibition, % at 11.9 µM; hit rate 0.26% among 360,000; in the data active = inhibition above about 11%
SUMO Mot1 rescue: yeast Mot1-301 growth rescue at high temperature, primary screen, SUMOylation pathway inhibitor project, S. cerevisiae, ATP luminescence, 38.5C. hit rate 1% among 320,000. S. cerevisiae Mot1-301 growth rescue; percent above DMSO median, 100 means doubled. AID 2716, 2010. growth rescue, % at 18.8 µM;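 active = every valid replicate shows activation above 250% relative to neutral control wells; inactive = the rest, any valid replicate at or below 250%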;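 also: OY570 slx delta 5 strain wells were the positive control but not used for scaling; some compounds called inactive have numbers as strong as hits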
HTR5A ag ctr: HTR5A agonists in luminescence cell assay, primary screen, counter-screen for OPRM1-OPRD1 heterodimer agonist project, full-deck HTS; cell-based; 5-hydroxytryptamine receptor 5A (Homo sapiens), P47898; activation, % at 9.3 µM; AID 504692, 2011; hit rate 0.61% among 340,000; in the data active = activation mostly above about 9.5%, no sharp cut-off; inactive = mostly below about 7.6%;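 also: 0% = cells with vehicle only and 100% = reference agonist; strong numbers were not always called active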
Target sequence (P47898 whole entry, looked up): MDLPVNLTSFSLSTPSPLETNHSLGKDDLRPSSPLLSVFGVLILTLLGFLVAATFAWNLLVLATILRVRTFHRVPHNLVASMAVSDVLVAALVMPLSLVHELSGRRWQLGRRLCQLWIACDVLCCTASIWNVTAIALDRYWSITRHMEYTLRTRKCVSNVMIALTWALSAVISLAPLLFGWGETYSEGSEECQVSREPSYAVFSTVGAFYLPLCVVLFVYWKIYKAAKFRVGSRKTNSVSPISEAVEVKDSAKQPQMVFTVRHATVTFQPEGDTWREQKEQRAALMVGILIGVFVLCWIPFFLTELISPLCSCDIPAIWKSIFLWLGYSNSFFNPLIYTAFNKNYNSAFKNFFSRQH
PKA-R1A act: activators of PKA-R1A holoenzyme, primary screen, biochemical, fluorescence polarization, Cy5-IP20, bovine R1A, mouse PKAc; PKA-R1A dissociation; scaled: DMSO 0%, 113 µM cGMP 100%; activation, % at 11.4 µM; hit rate 0.083% among 340,000;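 active = percent activation above the mean of all tested compounds plus 3 SD, cut at about 19% in these data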;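 also: higher means more PKAc released from R1A so a rise in polarization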
Tat transport: E. coli Tat export inhibitors, primary screen, MC4100, TorA-mCherry reporter, fluorescence, single point; AID 488895, 2010; inhibition, % at 10 µM; hit rate 0.036% among 340,000;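 active = mean replicate inhibition at least 50% and at least half of replicates individually reaching 50%; inconclusive = only one of the two criteria met; inactive = neither criterion met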;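 also: exported cargo escapes ClpAP degradation while cytoplasmic cargo is degraded and loses fluorescence; 0% = median of neutral control wells and 100% = median of NaSCN control wells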
AddAB inh: growth inhibition of E. coli expressing H. pylori AddAB, primary screen, AddAB inhibitor project, absorbance | AID 435030, 2010 | hit rate 0.29% among 330,000 | inhibition, % at 11.9 µM; in the data active = inhibition above about 12%;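 also: 0% = vehicle wells of infected cells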
DAGLB inh: DAGLB lipase inhibitors, primary screen, biochemical, fluorescence, HTS. HEK293T DAGLB membrane lysate, EnzChek fluorogenic substrate. inhibition, % at 5.17 µM. Diacylglycerol lipase-beta (Homo sapiens), Q8NCG7. hit rate 0.059% among 340,000; in the data active = inhibition above about 34%;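 also: 0% = enzyme with vehicle and 100% = wells lacking enzyme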
Ecoli viability: E. coli V3065 growth inhibition, primary screen, counter-screen for AddAB inhibitor project, absorbance, OD600; 18 h; inhibition, % at 11.9 µM; hit rate 0.27% among 330,000; AID 449728, 2010;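 active = inhibition above the campaign's mean inhibition across all tested compounds plus 3 SD, cut at about 9.9% in these data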;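 also: uninfected addAB+ strain grown without phage in ampicillin broth; 0% = DMSO wells and 100% = ciprofloxacin 0.95 µg/ml wells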
HTR5A inv ag: HTR5A inverse agonists in luminescence cell assay, primary screen, counter-screen for OPRM1-OPRD1 heterodimer inverse agonist project, full-deck HTS. inhibition, % at 9.3 µM. 5-hydroxytryptamine receptor 5A (Homo sapiens), P47898. hit rate 0.083% among 340,000. HTR5A cell line, inverse agonism; in the data active = inhibition mostly above about 23%, no sharp cut-off; inactive = mostly below about 18%;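 also: 0% = cells with DMSO and 100% = no-cell wells with DMSO; some compounds called inactive have numbers as strong as hits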
CDK5 inh: inhibitors of human CDK5/p35 kinase, primary screen, biochemical, single concentration | hit rate 0.01% among 330,000 | Cyclin-dependent kinase 5 (Homo sapiens) + Cyclin-dependent kinase 5 activator 1 (Homo … | AID 488839, 2010 | Recombinant CDK5/p35, ADP-Glo luminescence, 60 min | inhibition, % at 10 µM;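 active = highest replicate inhibition of at least 50% and at least 75% of replicates reaching 50%; inconclusive = only one of the two criteria met; inactive = both criteria failed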;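 also: plate controls were DMSO neutral control for no effect and GW8510 at 10 µM for full effect; many of its hits are not listed in these tables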
Target sequence (Q00535 whole entry, looked up): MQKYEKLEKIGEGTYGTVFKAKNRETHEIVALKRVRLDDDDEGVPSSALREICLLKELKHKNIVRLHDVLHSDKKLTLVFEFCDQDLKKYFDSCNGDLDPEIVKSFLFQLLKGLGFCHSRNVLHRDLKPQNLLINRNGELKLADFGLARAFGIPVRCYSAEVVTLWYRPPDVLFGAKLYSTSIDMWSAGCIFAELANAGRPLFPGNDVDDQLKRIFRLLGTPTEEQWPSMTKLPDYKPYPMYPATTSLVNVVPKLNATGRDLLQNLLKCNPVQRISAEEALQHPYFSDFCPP
Target sequence (Q15078 whole entry, looked up): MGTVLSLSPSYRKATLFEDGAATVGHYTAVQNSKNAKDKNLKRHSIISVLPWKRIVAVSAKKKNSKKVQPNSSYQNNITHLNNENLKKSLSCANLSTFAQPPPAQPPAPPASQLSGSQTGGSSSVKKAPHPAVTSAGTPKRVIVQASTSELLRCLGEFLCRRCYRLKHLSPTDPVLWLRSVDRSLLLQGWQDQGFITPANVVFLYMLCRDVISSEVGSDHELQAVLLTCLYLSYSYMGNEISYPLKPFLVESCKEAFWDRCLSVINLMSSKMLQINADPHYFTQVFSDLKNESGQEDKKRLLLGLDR
Numbers without * were called inactive; ? = inconclusive; · = no result given.

SMILES	PKA-R2B act	phage Ecoli inh	SUMO Mot1 rescue	HTR5A ag ctr	PKA-R1A act	Tat transport	AddAB inh	DAGLB inh	Ecoli viability	HTR5A inv ag	CDK5 inh
Nn1c(SCC(=O)Nc2cc(C(F)(F)F)ccc2Cl)nncc1=O	-8	1.7	267	2	0	8	3.0	-2	0.5	-6	0.7
Cc1ccc(-n2ncc3c(=O)n(CC(=O)N4CCCc5ccccc54)cnc32)cc1C	6	-0.4	·	1	-5	-4	·	-4	·	-14	-0.9
CCC1SC2=NC(C)=C(C(=O)OCCOC)C(/C=C/c3ccccc3OC)N2C1=O (stereo unspecified)	4	-0.4	-6	-2	-7	8	2.6	-2	-1.3	9	-0.6
O=C(Nc1ccc(Cl)cc1)Nc1ccc2c(c1)OCO2	4	2.9	-3	6	-2	3	0.9	-1	1.0	-1	-0.6
O=C(CN(CCc1ccccc1)C(=O)Cn1nnc(-c2cccs2)n1)NCc1ccco1	-2	1.9	3	2	-6	0	-1.9	0	-3.2	-23	-1.3
CCOC(=O)C1(Cc2ccccc2C(F)(F)F)CCN(CC(O)CO)CC1 (stereo unspecified)	-11	6.2	4	-1	-8	-1	0.0	-3	-1.5	0	-1.8
Cc1ccc(-c2nnn(CC(=O)NC3CCN(Cc4ccccc4)CC3)n2)cc1	-14	2.3	7	-2	-6	8	-1.8	-4	-1.1	4	0.3
CCC1CCCCN1Cc1nc2ccccc2c(=O)n1CC(C)=O (stereo unspecified)	-3	0.6	208	4	-10	11	1.4	-1	1.7	-12	2.6
C[C@@H](C(=O)Nc1ccc(SC(F)F)cc1)N1C(=O)C2CCCCC2C1=O (stereo partly specified)	-8	3.2	-9	1	-1	-1	-2.7	1	-1.9	-4	-1.0
COc1ccc(-c2cc(C(=O)NCCCN3CCOCC3)c3cc(C(C)C)ccc3n2)cc1	-12	2.2	-5	1	-10	-1	-0.8	-2	-3.4	22	·
CCOP(=O)(OCC)/C(=C/N1CCCCC1)NC(=O)c1ccccc1	3	3.9	-8	0	4	-4	0.6	0	2.5	-1	-0.7
CCCC/C(C)=N/NC(=O)c1cn(-c2ccccc2)nc1-c1ccccc1	0	2.2	-1	-2	-1	-3	4.2	-3	-0.6	5	1.1
CCN1C(=O)[C@H]2[C@@H](c3ccc(-c4ccc(OC)cc4)c(OC)c3)N3CCCC[C@@]3(C(=O)OC)[C@H]2C1=O	2	4.5	-12	4	-9	-1	4.1	-3	-0.7	-18	1.5
COc1ccc(CC(=O)Nc2ccc(C(=O)NC(C)(C)C)cc2)cc1OC	-6	3.8	90	0	-4	-8	-0.9	-4	0.7	-17	1.7
COc1cccc(N2CCN(C(=O)c3ccc(Cl)c(NC4=NC5CS(=O)(=O)CC5S4)c3)CC2)c1 (stereo unspecified)	-2	-0.6	4	-2	0	-2	2.5	0	-2.9	9	0.8
Cc1c(C(=O)N2CCCCC2)c(S(=O)(=O)N2CCc3ccccc32)c(C)n1C	4	4.7	91	1	-3	-4	1.2	0	-0.1	-5	1.2
CC1(C)Cc2c(sc3nc4n(c(=N)c23)CCC4)CO1	2	0.8	-12	-5	-2	1	0.3	1	-2.5	2	0.8
O=C(Nc1nc2ccccc2s1)C1CCN(S(=O)(=O)c2cc([N+](=O)[O-])ccc2Cl)CC1	3	3.6	-35	1	2	7	1.0	4	3.5	16	0.7
COc1ccc(CNC(=O)C2CCN(S(=O)(=O)c3ccc4c(c3)NC(=O)CO4)CC2)cc1	0	0.9	129	-3	-4	-6	4.9	-1	-2.2	9	-1.0
O=C(CSc1nnc(NC(=O)c2ccccc2Cl)s1)NC1CC1	2	1.2	6	-4	-13	-5	3.9	0	1.4	9	-0.1
CCNc1ccc(N=Nc2c(C)n(C)n(-c3ccccc3)c2=O)cc1	·	4.3	76	·	·	-6	2.6	·	1.5	·	0.2
COC(=O)c1cc(C(=O)c2cc(Br)ccc2O)coc1=N	7	2.7	4	0	1	3	4.3	1	0.0	0	0.4
CCOc1ccccc1NC(=O)C1(S(=O)(=O)c2ccc(Cl)cc2)CC1	-1	2.5	-9	1	-6	7	0.7	-8	-2.0	-7	1.7
c1ccc(COC2CCCN(Cc3nc(Cc4ccccc4)no3)C2)cc1 (stereo unspecified)	-1	4.1	-7	-5	-5	0	1.6	-7	-0.9	13	-5.3
CCCCCC(=O)N=Nc1c(O)[nH]c2ccc([N+](=O)[O-])cc12	-8	0.7	-15	-3	-7	3	1.0	-1	1.0	0	0.1
O=C(Nc1ccnn1C1CCN(Cc2cccc(OCCO)c2)CC1)C1CCCC1	2	2.9	-7	2	-5	-3	3.5	1	-0.2	-9	2.4
COc1ccc(N2CCN(C(=O)c3cccc(S(=O)(=O)N4CCc5ccccc54)c3)CC2)cc1	11	3.0	-5	2	2	-2	0.5	1	-1.9	-8	-0.7
COc1cc(CNC2CCCCCCC2)cc(Cl)c1OCC(N)=O	-5	1.2	106	1	-2	-15	3.8	-1	-1.2	-5	-1.8
CCOc1cc(NC(=O)C2CCCCC2)c(OCC)cc1NC(=O)c1ccco1	-4	0.6	-20	1	10	-6	2.0	-3	-1.9	-20	2.4
Cc1cc(NC(=O)/C=C/C(=O)N(c2ccccc2C)C(C(=O)NC2CCCC2)c2ccc(F)cc2)no1 (stereo unspecified)	-1	0.7	-2	2	6	-3	3.0	-1	1.4	0	0.7
O=C(NC(=S)Nc1ccccc1N1CCCCC1)c1ccco1	-3	1.2	-1	1	-3	7	1.4	-9	-1.2	20	-2.0
Cc1ccc2cc(CN(CCCO)S(=O)(=O)c3cccc4nsnc34)c(=O)[nH]c2c1C	-11	1.6	0	4	0	15	1.0	0	2.3	4	0.3
O=C(Cn1c(-c2cscn2)nc2ccccc21)Nc1ccc(Cl)cc1	6	0.4	8	·	-3	-2	-0.4	1	0.4	·	1.5
Cc1ccc(CSc2ccc(-c3ccco3)nn2)cc1	2	3.7	-1	-1	-2	4	-0.9	-9	-2.0	-7	2.5
Cc1ccc(/C(=N\O)c2oc3c(C)c4oc(=O)cc(C)c4cc3c2C)cc1	-2	1.3	-9	12	3	1	4.8	-4	1.8	-9	0.5
COc1ccc(-c2ccc(C#N)c(SCC(=O)Nc3sc4c(c3C#N)CCC4)n2)cc1	-14	0.2	-7	0	-10	-3	5.1	-1	4.6	8	1.9
CC(C)(C)NC(NC(=O)Cc1ccccc1)C(Cl)(Cl)Cl (stereo unspecified)	11	1.2	-1	-1	-5	-7	4.2	1	0.1	11	-1.0
COc1ccccc1CCC(=O)NNC(=O)c1ccccc1	-8	3.0	46	2	2	-2	2.6	-2	-2.7	-1	3.6
CSc1ncc(CN2CCCCC2C(=O)Nc2ccc(Oc3ccccc3)nc2)cn1 (stereo unspecified)	7	1.2	31	0	-7	-5	-2.5	1	1.3	0	-2.5
Cc1c(Cl)cccc1NC(=S)C(=C([O-])c1ccc(Cl)s1)[n+]1ccccc1	-6	2.8	·	-1	-12	4	·	2	·	2	-0.2
CC(=O)Nc1ccc(N(C(=O)c2ccco2)C(C(=O)NC2CCCC2)c2ccc(N3CCOCC3)cc2)cc1 (stereo unspecified)	-7	1.9	-27	-10	-3	3	4.1	-3	-1.5	-28	0.3
COc1ccc(C(=O)NCC2CCCN2S(=O)(=O)c2cccs2)cc1OC (stereo unspecified)	-9	2.2	134	-1	11	-2	0.1	-4	0.2	4	0.1
O=C(NCCNS(=O)(=O)c1ccc(C(F)(F)F)cc1)N1CCOCC1	-15	2.7	-3	-2	-11	-1	-0.4	0	-0.2	-7	0.3
COC(=O)c1ccc(-n2nnnc2SCc2nn[nH]n2)cc1	6	1.6	·	1	-10	-1	1.7	2	-1.4	-27	-2.0
O=C(CCn1c(=O)oc2ccccc21)Nc1ccccc1	-2	3.9	2	1	0	-8	-2.0	-2	-2.2	-1	0.4
CCOC(=O)/C(C#N)=C/c1c(N2CCCCCC2)nc2ccccn2c1=O	3	0.2	-10	4	-8	6	0.1	-9	1.9	-15	0.4
Cn1c(NC(=O)c2ccccc2NC(=O)C(C)(C)C)nc2ccccc21	-9	1.1	81	7	-6	10	-1.4	-14	-2.4	-20	-8.6
CCOC(=O)C1(Cc2cccc(OC)c2)CCCN(C(=O)c2cc(CC(C)C)[nH]n2)C1 (stereo unspecified)	-8	2.0	-3	-1	-11	-4	4.5	-1	2.5	2	2.6
Nc1nc(NCc2ccco2)nc(Nc2cccc(F)c2)c1[N+](=O)[O-]	-4	3.0	-8	-4	-6	8	2.7	1	0.3	-8	-1.6
COc1cccc(NC(=O)COC(=O)CNC(=O)C2CCCCC2)c1	-2	2.1	3	3	8	2	3.2	1	-2.3	-7	1.3
C/C(=N\NC(=O)Cc1ccccc1[N+](=O)[O-])c1cccnc1	-5	-0.3	-8	0	3	-1	0.7	0	2.0	-35	2.9
COc1ccc(Nc2c(-c3ccco3)nc3ccc(C)cn23)cc1	-9	0.8	-17	8	-4	-4	4.0	2	2.6	-17	-3.8
COc1cccc(CN2CC(C(=O)NCCC3=CCCCC3)CCC2=O)c1 (stereo unspecified)	0	3.6	-7	-6	-13	-5	3.0	0	-0.9	11	-2.2
O=C(Cn1[nH]c(=O)c2ccccc2c1=O)OCC(=O)c1ccc(F)c(F)c1	-3	4.2	-11	0	-2	1	3.2	0	4.4	0	0.3
Cc1cccc(OCC(O)Cn2c(=N)n(CCN3CCOCC3)c3ccccc32)c1 (stereo unspecified)	-6	0.8	11	·	6	?	0.8	2	-4.7	·	1.4
O=C(COC(=O)c1n[nH]c2ccccc12)NCCc1ccc(Cl)cc1	-3	1.0	0	-2	-1	-1	0.6	-1	1.1	4	-0.1
COc1ccc(CN(C)CC(=O)Nc2c(C)cccc2C)c(OC)c1	-6	1.6	-7	-2	-1	-1	0.9	3	-2.0	4	0.4
COc1ccc(Cc2nnc(NC(=O)C3CCCO3)s2)cc1 (stereo unspecified)	-6	-1.1	0	-2	-3	-10	3.1	1	0.2	14	-1.7
CCN(C(=O)COC(=O)CCOc1ccc(C(C)(C)C)cc1)c1c(N)n(Cc2ccccc2)c(=O)[nH]c1=O	3	1.4	·	6	-6	-7	·	-8	·	13	-1.5
O=C1CC2(CCN(C(=O)c3ccc([N+](=O)[O-])cc3)CC2)Oc2ccccc21	-22	-1.0	-14	8	2	8	4.4	2	-0.1	-13	-3.6

Compound activity deposited in PubChem BioAssay by several laboratories.

This is a random part of the collection, and some 2.3% of all compounds hit somewhere here.
